Source: PubChem
MCF10A rereplic – inducers of DNA re-replication in MCF 10A breast cells; MCF 10A DNA re-replication, Hoechst nuclear intensity, 48 h; Potency, µM (doses to about 46.1 µM), for inactives: top-dose activity, positive = re-replication, usual class: activators; 350,000 tested, 2.9% active; AID 624296; further: potency means the concentration at half of the fitted maximal effect; % of control where 0% means no effect; nearly all actives have a fitted effect of over 50% in size
ATXN2 expr inh – reduces ATXN2 reporter expression in HEK-293 cells; 360,000 tested, 0.72% active; HEK-293 ATXN2-luciferase reporter, luminescence, 24 h; AID 1745845; Potency, µM (top dose mostly 57 µM), for inactives: at the highest dose activity change, negative = inhibition, actives largely listed as inhibitors; further: potency means the concentration at half of the fitted maximal effect; on the % scale 0 is the no-effect control and ±100 the full control effect; nearly all actives have a fitted effect of over 55% in size
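ATXN2-luciferase reporter cells (luciferase flanked by upstream and downstream ATXN2 gene portions) were treated 24 h at 37 °C with compounds at up to 57 uM. SteadyGlo luminescence gave expression; GF-AFC fluorescence gave viability.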
TGFb inhibitor – TGF-b pathway inhibition. HepG2 CAGA-GFP TGF-b/SMAD3 reporter, GFP fluorescence, 18 h; TGF-beta stimulated, 500 pg/mL final. Potency, µM (top dose mostly 46.1 µM), inactives show at the top dose activity, negative = inhibition, most hits filed as inhibitors. 410,000 tested, 1.2% active. AID 588855; further: potency means the concentration at half of the fitted maximal effect; on the % scale 0 is the no-effect control and ±100 the full control effect; nearly all actives have a fitted effect of over 65% in size
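First, reporter cells (HEPG2 CAGA-GFP) rested 2 h at 37 degrees C. Next, compounds were pinned in and TGF-beta added to 500 pg/mL final. After 18 h, GFP was imaged per cell and summed per well.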
Nrf2 block – blocks Nrf2 signaling. AID 504444. 360,000 tested, 2.1% active. Potency, µM (doses to about 46 µM), inactives show top-dose activity change, negative = inhibition, most hits filed as inhibitors. A549 ARE-Fluc reporter, luciferase luminescence, 18-24 h; further: potency means the concentration at half of the fitted maximal effect; on the % scale 0 is the no-effect control and ±100 the full control effect; nearly all actives have a fitted effect of over 60% in size
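Reporter: ARE-Fluc in A549. Exposure: 18-24 h, 37 °C, 5% CO2, 5% FBS OPTI-MEM. Readouts: fluorescent cytotoxicity (CellTiter-Fluor), then luminescent Nrf2 signal after BugLite.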
A549 viability – kills or reduces viability of A549 cells in Nrf2 counter-screen. A549 ARE-Fluc cells, CellTiter-Fluor viability, 18-24 h. Potency, µM (titrated, usually from 46 µM), inactives show top-dose activity change, negative = cytotoxicity, actives largely listed as inhibitors. 390,000 tested, 0.16% active. AID 504648; further: potency means the concentration at half of the fitted maximal effect; on the % scale 0 is the no-effect control and ±100 the full control effect
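Cytotoxicity counterscreen: CellTiter-Fluor fluorescence was measured in A549 ARE_Fluc cells after 18-24 h of compound exposure in a concentration series. The subsequent BugLite luminescent read reports ARE-luciferase activity.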
HepG2 viability – HepG2 cytotoxicity, counter-screen for TGF-b inhibitors; 410,000 tested, 0.76% active; HepG2 CAGA-GFP viability, ATP luminescence, 18 h; Potency, µM (top dose mostly 46.1 µM), without a hit: at the top dose activity change, negative = cytotoxicity, hits mostly cytotoxic; further: potency means the concentration at half of the fitted maximal effect; some results filed as inactive show a strong effect at the top dose
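CellTiter-Glo luminescence gave cytotoxicity after 18 hours at 37 degrees C. The cells were HepG2 CAGA-GFP in 1% FBS DMEM, stimulated with 500 pg/mL TGF-beta after compound addition. %Activity was normalised to no-cell wells (complete cell-killing) and DMSO (no toxicity), and curves were fitted and classified.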
Nrf2 ARE act – activates Nrf2 signaling; 410,000 tested, 0.31% active; Potency, µM (highest dose often 46.1 µM), inactives show top-dose activation, actives largely listed as activators; AREc32 ARE-luciferase reporter (MCF7-derived line), luminescence, 24 h; further: potency means the concentration at half of the fitted maximal effect; % of control where 0% means no effect; nearly all actives have a fitted effect of over 65% in size
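AREc32 cells carrying an ARE-driven firefly luciferase reporter were seeded at 1000 cells/well in OPTI-MEM with 5% FBS, then exposed to compound for 24 hr at 37 deg C. Luminescence was read with Steady-Glo after 30 min at RT.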
S2 tox – reduces viability in counter-screen for ATXN expression inhibitors; AID 651635; 400,000 tested, 0.49% active; S2 cells (HEK-293 line with an ATXN2-luciferase reporter) viability, CellTiter-Fluor protease fluorescence, 24 h; Potency, µM (top dose mostly 56.7 µM), usual class: cytotoxic; further: potency means the concentration at half of the fitted maximal effect; nearly all actives have a fitted effect of over 40% in size
IL-1B inflam inh – blocks inflammasome-driven IL-1 beta release; THP-1 LPS/ATP IL-1B secretion, AlphaLISA, 16 h; active compounds read low; activity change, % at 57.5 µM; 360,000 tested, 4.7% active; AID 743279; in the data active means activity change below about -50%; inconclusive means mostly about -30% to -49%; further: on the % scale 0 is the no-effect control and ±100 the full control effect
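THP-1 cells pretreated 1 hr with compounds (up to 57.5 uM final), then stimulated with LPS (250 ng/mL final) plus ATP (1.25 mM final); secreted IL-1B measured by AlphaLISA after 16 hr, decreased signal indicating inhibition.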
* = called active by the depositor; i = inactive; ? = inconclusive; nt = not tested or not shown; & = joins results of further samples; [ ] = remark or other dose. Unless noted, the call rests on the fitted dose curve; in most records, active means well fitted curve in the direction sought with a large enough effect; inconclusive means small, poorly fitted or top-dose-only effect, or another doubt; inactive means no such curve, though single readings can be large; an effect the other way counts as inactive or inconclusive.

Start of the data: the first 8 compounds (preview)
SMILES	MCF10A rereplic	ATXN2 expr inh	TGFb inhibitor	Nrf2 block	A549 viability	HepG2 viability	Nrf2 ARE act	S2 tox	IL-1B inflam inh
C[C@]12c3[nH]c4ccc(Cl)cc4c3CCN1C(=O)[C@@H](CC(=O)NCc1cccc(C(F)(F)F)c1)C[C@@H]2C(=O)N1CCCCC1	?	?	?	-95%	?	-94%	-2.8%	nt	?
COc1ccc2cc(C(=O)NCc3ccccc3)c(=Nc3ccc(C(=O)O)cc3)oc2c1	?	nt	-4%	-16%	-4%	10%	0.5%	i	9
Cc1ccc(NC(=O)c2ccc(-c3nn(C)c(=O)c4ccccc34)cc2)cc1	4%	?	-5%	?	-6%	-5%	-0.1%	?	-8
CCCNC(=O)c1ccc2c(c1)ncn2-c1ccccc1OC	3%	18%	5%	25%	-1%	-1%	1.6%	i	20
Cc1nnc(SCC(=O)NC2CC2)n1CCc1ccccc1	0%	1%	0%	11%	-5%	-4%	-0.1%	i	13
COc1cc2c(cc1OC)C(C)N(CC(=O)Nc1ccc(C)c(S(=O)(=O)N3CCOCC3)c1)CC2 (stereo not given)	-3%	nt	-6%	-3%	-3%	-8%	4.3%	i	-3
O=C(c1cccs1)c1cn(CCOc2ccccc2Cl)c2ccccc12	nt	-4%	5%	?	1%	0%	-0.5%	i	nt
O=C(NCc1cccs1)c1csc(COCCO)n1	nt	1%	43%[activator]	nt	nt	3%	0.5%	i	6

This part in full (from the top)
SMILES	MCF10A rereplic	ATXN2 expr inh	TGFb inhibitor	Nrf2 block	A549 viability	HepG2 viability	Nrf2 ARE act	S2 tox	IL-1B inflam inh
C[C@]12c3[nH]c4ccc(Cl)cc4c3CCN1C(=O)[C@@H](CC(=O)NCc1cccc(C(F)(F)F)c1)C[C@@H]2C(=O)N1CCCCC1	?	?	?	-95%	?	-94%	-2.8%	nt	?
COc1ccc2cc(C(=O)NCc3ccccc3)c(=Nc3ccc(C(=O)O)cc3)oc2c1	?	nt	-4%	-16%	-4%	10%	0.5%	i	9
Cc1ccc(NC(=O)c2ccc(-c3nn(C)c(=O)c4ccccc34)cc2)cc1	4%	?	-5%	?	-6%	-5%	-0.1%	?	-8
CCCNC(=O)c1ccc2c(c1)ncn2-c1ccccc1OC	3%	18%	5%	25%	-1%	-1%	1.6%	i	20
Cc1nnc(SCC(=O)NC2CC2)n1CCc1ccccc1	0%	1%	0%	11%	-5%	-4%	-0.1%	i	13
COc1cc2c(cc1OC)C(C)N(CC(=O)Nc1ccc(C)c(S(=O)(=O)N3CCOCC3)c1)CC2 (stereo not given)	-3%	nt	-6%	-3%	-3%	-8%	4.3%	i	-3
O=C(c1cccs1)c1cn(CCOc2ccccc2Cl)c2ccccc12	nt	-4%	5%	?	1%	0%	-0.5%	i	nt
O=C(NCc1cccs1)c1csc(COCCO)n1	nt	1%	43%[activator]	nt	nt	3%	0.5%	i	6
Cc1ccc(S(=O)(=O)NCc2ccc(C(=O)NCCc3cccc(C)c3)cc2)cc1	nt	nt	-10%	nt	-19%	2%	0.6%	nt	nt
COc1ccccc1OCC(O)CO (stereo not given)	12%	-4%&-8%	2%	1%	2%	-2%	-1.0%	i	2
CC(=O)c1cccc(S(=O)(=O)N2CCn3cccc3C2C)c1 (stereo not given)	-11%	nt	-21%	6%	2%	-21%	0.4%	?	-11
O=C(COC(=O)C1CCC1)Nc1ccc(Oc2ccccc2)cc1	-1%	11%	-1%	-12%	?	0%	0.3%	i	-5
Cc1nn(-c2ccccc2)c(C)c1-c1nnc(C(F)(F)F)o1	1%	nt	2%	-13%	-13%	-6%	0.5%	i	13
Cc1nc(-c2ccc(NC(=O)C(C)(C)C)cc2)c(-c2ccccc2)o1	0%	0%	11%	-19%	0%	-12%	0.5%	i	-13
CC1(C)CC(=O)C2=C(C1)Nc1cc3c(cc1C2c1ccc2c(c1)OCO2)OCO3 (stereo not given)	6%	36%[activator]	0%	9%	-10%	-24%	4.9%	i	?
COc1cc(OC)cc(C(=O)NC(=S)Nc2ccc3[nH]c(=O)[nH]c3c2)c1	2%	-3%	10%	-5%	-2%	12%	-0.7%	i	-9
CCCCOc1c(C(=O)Nc2ccccc2)nnn1-c1ccccc1	?	-6%	0%	-14%	12%	9%	1.1%	nt	?
COc1ccc(Cl)cc1CNCCSc1nnnn1C	nt	10%	20%	-2%	2%	-6%	0.0%	i	nt
CCCCOc1ccc(SCCCN2CCOCC2)cc1	?	-18%	-10%	-13%	9%	-25%	-0.2%	i	-8
CCSCc1nc2ccccn2c1Br	13%	nt	-21%	12%	1%	-2%	-1.0%	i	40
CCOc1ccc(N2C(=O)CC(N3CCN(c4ccc(Cl)cc4)CC3)C2=O)cc1 (stereo not given)	-4%	nt	13%	-11%	3%	-5%	-0.5%	i	4
CCOc1ccccc1NC(=O)c1cnc(N2CCOCC2)c2ccccc12	nt	nt	19%	nt	-2%	-6%	5.0%	nt	nt
CCc1nnc(NC(=O)CSc2nnc(-c3ccoc3C)n2-c2ccccc2)s1	-1%	-8%	-3%	14%	11%	-9%	-0.8%	i	17
CCN(CC)c1cc2c(cc1F)c(=O)c(S(=O)(=O)c1ccc(OC)cc1)cn2Cc1ccccc1	nt	nt	?	12%	13%	-25%	-0.1%	nt	nt
Cc1[nH]ccc(=O)c1Oc1ncc(C(F)(F)F)cc1Cl	-7%	10%	8%	8%	-6%	-1%	-0.7%	i	22
COc1ccccc1NC(=O)C1=C(C)Nc2nc(SCc3ccccc3F)nn2C1c1cccnc1 (stereo not given)	nt	-11%	-2%	-12%[9.27 µM]	4%	2%	0.6%	i	nt
N#Cc1ccccc1COC(=O)c1ccc2c(c1)OCCO2	-21%	30%	-24%	-4%	4%	-12%	1.8%	i	-50*
Cc1cccc(C2=NN(c3ccccc3)[C@@H](C(=O)N3CCOC3=O)[C@@H]2c2ccc([N+](=O)[O-])cc2)c1	-8%	1%	-8%	-11%	?	-5%	4.3%	i	-1
COC(=O)c1c(-c2ccccc2)oc2c1C(OCCO)CCC2 (stereo not given)	nt	4%	nt	nt	nt	nt	-1.4%	i	24
Cc1c(C(=O)N(Cc2ccc(F)cc2)C2CCS(=O)(=O)C2)oc2ccccc12 (stereo not given)	-1%	4%	-1%	?	-8%	4%	3.2%	i	?
CC(=O)N1CCN(c2ccc(NCc3ccc(C)cc3)cc2)CC1	13%	-10%	-4%	-14%	-20%	-18%	2.1%	i	15
CCOC(=O)N1CCN(C(=O)c2ccc3nc(SCc4ccc(F)cc4)n(C)c3c2)CC1	17%	-9%	-27%	16µM*	-4%	-11%	3.3%	i	?
Cc1ccccc1NC(=O)CSc1nc2c(c(=O)n(C)c(=O)n2C)n1C	4%	5%	15%	?	2%	0%	2.2%	i	53
COc1ccc2nc(NC(=O)CSc3nccc(C)n3)sc2c1	14%	-6%	-12%	-17%	-2%	-11%	-0.3%	i	-15
Cc1ccc(C)c(NC(=O)CSc2n[nH]c(-c3ccccn3)n2)c1	?	18µM*	-21%	13%	-3%	-4%	3.1%	?	60
Oc1ccccc1C(Nc1nccs1)c1ccc2cccnc2c1O (stereo not given)	?	7.1µM*	?	5.8µM*	?	-17%	3.4%	i	68
O=C(Cn1nc(-c2ccccc2)c2ccccc2c1=O)NCC1CCCO1 (stereo not given)	-3%	4%	-1%	8%	1%	-1%	-0.2%	i	-25
CCC(C(=O)Nc1ccc(C(C)=O)cc1)n1cnc2nc3c(cc2c1=O)CCCC3 (stereo not given)	nt	6%	-1%	nt	-12%	-21%	0.8%	i	nt
NNc1cc2c(nn1)CCN(C(=O)c1ccccc1)C2	nt	nt	-19%	nt	nt	0%	-1.5%	i	74
Oc1c(CN2CCOCC2)cc(CN2CCOCC2)c(O)c1O	1%	5%	4%	-10%	-19%	-9%	-0.6%	i	14
Cn1cnnc1SCC(=O)Nc1ccccc1Oc1ccccc1	0%	5%	2%	-1%	2%	-5%	-0.4%	i	-5
O=C(NCCC1=CCCCC1)c1cc(COc2c(F)cccc2F)on1	-1%	8%	-1%	10%	1%	-10%	-0.3%	i	-6
CSc1ccc(S(=O)(=O)NCC(=O)OCC(=O)N(C)CC(=O)Nc2ccc(F)cc2)cc1[N+](=O)[O-]	4%	2%	2%	5%	-2%	1%	-1.5%	?	0
CCCn1c(=N)c(C(=O)NC(C)c2ccccc2)cc2c(=O)n3ccccc3nc21 (stereo not given)	nt	nt	0%	nt	27%	0%	-0.6%	nt	nt
CCOC(=O)c1cc2sccc2n1CC(=O)N1CCc2ccccc21	5%	-6%	6%	?	-16%	-5%	-0.1%	i	-4
CCOc1cccc(C(=O)N(Cc2ccc(C)o2)C2CCS(=O)(=O)C2)c1 (stereo not given)	nt	nt	nt	0%	14%	-6%	-1.0%	nt	nt
Cc1cc(Nc2ccc(F)cc2Cl)n2ncnc2n1	2%	6%	2%	-2%	-1%	-46%	3.6%	i	7
CCOC(=O)c1cnc(SCc2nc(N)nc(Nc3ccc(C)cc3)n2)nc1N	10µM*	-12%	1%	?	1%	2%	7.8%	i	-52*
CN(Cc1ccc(C(C)(C)C)cc1)C(=O)c1ccc2c(=O)n3c(nc2c1)CCC3	?	6%	-23%	-5%	1%	-2%	-0.3%	i	8
CCCc1cc(=O)n2[nH]c(SCc3ccccc3)nc2n1	0%	2%	-10%	6%	nt	-2%	0.5%	i	12
Cc1cc(C(=O)COC(=O)c2cccs2)c(C)n1-c1c(C)n(C)n(-c2ccccc2)c1=O	-1%	8%	0%	9%	-1%	-3%	4.3%	i	3
